# ATG4B inhibitor – ATG4B protease inhibitors, primary screen, biochemical, fluorescence, uHTS; ATG4B cleavage of LC3-PLA2, NBD-HPC fluorescence, 1 h; Cysteine protease ATG4B (Homo sapiens), Q9Y4P1; inhibition, % at 8.33 µM; 340,000 compounds, 0.51% hits; in the data active = inhibition above about 40%
# EBI2 block – EBI2 receptor antagonists, beta-arrestin recruitment, primary screen, cell-based, luminescence, 7a,25-OHC stimulation, uHTS; G-protein coupled receptor 183 (Homo sapiens), P32249; 7a,25-OHC stimulated; inhibition, % at 5 µM; 360,000 compounds, 0.81% hits; in the data active = inhibition above about 38%;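 note: enzyme fragment complementation signal reports receptor beta-arrestin coupling in cells; 0% = agonist plus DMSO wells and 100% = wells without agonist; some results beyond the cut were filed as inactive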
# Target sequence (P32249 whole entry, looked up, the tested form may be a part): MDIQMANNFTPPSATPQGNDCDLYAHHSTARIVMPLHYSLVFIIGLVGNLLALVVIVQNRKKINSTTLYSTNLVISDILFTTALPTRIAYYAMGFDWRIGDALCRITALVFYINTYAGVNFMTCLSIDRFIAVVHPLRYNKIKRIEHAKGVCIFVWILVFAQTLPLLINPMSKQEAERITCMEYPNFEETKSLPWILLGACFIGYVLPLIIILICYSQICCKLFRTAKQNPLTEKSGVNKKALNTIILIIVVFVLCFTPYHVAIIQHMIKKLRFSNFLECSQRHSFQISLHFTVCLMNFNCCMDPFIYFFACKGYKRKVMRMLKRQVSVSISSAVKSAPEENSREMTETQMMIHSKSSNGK
# Gli-Sufu block – Gli-Sufu pathway antagonists, primary screen, luciferase luminescence, Sufu-KO-LIGHT cells, uHTS; 340,000 compounds, 0.74% hits; Sufu-KO-LIGHT fibroblasts, Gli luciferase reporter luminescence; inhibition, % at 5 µM; AID 588413, 2011;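 active = inhibition above about 55%, limit read from the data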;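 note: 0% = DMSO-treated cells and 100% = wells with medium but no cells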
# APJ ag – agonists of human apelin receptor APJ, primary screen, CHO-K1 cells, PathHunter beta-arrestin, luminescence | 0% DMSO wells, 100% apelin | 330,000 compounds, 0.11% hits | activation, % at 20 µM;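 active = activation more than six SD over the plate average, tested at 20 µM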;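 note: 0% = DMSO alone and 100% = apelin-13 at 10 nM; some results filed as inactive read as strong as hits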
#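 Test system: CHO-K1 APJ beta-arrestin complementation cell line. Amount: cell density 1000 per well. Controls: DMSO negative, 10 nM Apelin-13 positive. Signal: luminescent beta-gal fragment complementation, chemiluminescent substrate. Read-out basis: agonist-driven arrestin binding to APJ. Timing: compound stimulation 90 min at 25 °C, detection 60 min.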
# CCR6 antagonist – CCR6 receptor antagonists, primary screen, cell-based, CHO-K1, luminescence, beta-arrestin, uHTS | 340,000 compounds, 0.49% hits | inhibition, % at 20 µM | CHO-K1 CCR6 PathHunter beta-arrestin, CCL20-stimulated;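 active = compounds whose inhibition of the agonist-driven luminescence signal at 20 µM reaches about 50%, limit read from the data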;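 note: cells stimulated with CCL20 at 14 nM final; plate controls were DMSO with CCL20 for no effect and DMSO without agonist for full effect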
# Target sequence (P51684 whole entry, looked up): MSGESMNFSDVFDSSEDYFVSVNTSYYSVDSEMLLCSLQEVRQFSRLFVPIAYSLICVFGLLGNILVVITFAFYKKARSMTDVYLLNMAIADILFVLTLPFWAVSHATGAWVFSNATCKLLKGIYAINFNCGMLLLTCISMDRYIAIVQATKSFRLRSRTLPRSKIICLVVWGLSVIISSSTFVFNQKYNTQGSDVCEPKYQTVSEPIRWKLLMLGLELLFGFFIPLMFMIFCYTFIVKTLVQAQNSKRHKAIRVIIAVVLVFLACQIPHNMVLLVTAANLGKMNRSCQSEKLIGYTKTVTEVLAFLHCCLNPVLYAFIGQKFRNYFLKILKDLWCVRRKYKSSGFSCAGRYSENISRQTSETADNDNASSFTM
# UBC13 inh – UBC13 polyubiquitin chain formation inhibitors, primary screen, biochemical, TR-FRET, uHTS | AID 485273, 2010 | 330,000 compounds, 0.47% hits | Ubiquitin-conjugating enzyme E2 N (Homo sapiens), P61088 | inhibition, % at 20 µM; in the data active = inhibition above about 45%, passing the limit was not always enough; inconclusive = no clear call, values can overlap the other calls
# Target sequence (P61088 whole entry, looked up): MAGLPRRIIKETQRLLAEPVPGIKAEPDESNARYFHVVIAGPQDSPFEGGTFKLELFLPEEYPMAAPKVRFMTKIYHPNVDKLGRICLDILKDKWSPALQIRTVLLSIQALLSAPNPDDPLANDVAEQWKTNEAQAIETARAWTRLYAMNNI
# APJ antag – antagonists of human apelin receptor APJ, primary screen, CHO-K1 cells, beta-arrestin complementation, luminescence. P35414. inhibition, % at 20 µM. 330,000 compounds, 0.32% hits;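 active = inhibition above about 40% at 20 µM, limit read from the data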;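 note: cells challenged with 10 nM apelin-13 agonist together with compound; plate controls were apelin-13 plus DMSO wells for no effect and DMSO wells lacking apelin-13 for full effect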
# CXCR6 block – CXCR6 receptor inhibitors, primary screen, cell-based, beta-arrestin, luminescence, CHO-K1 PathHunter, 1536-well. 360,000 compounds, 0.36% hits. AID 602244, 2012. inhibition, % at 20 µM; in the data active = inhibition above about 34%, passing the limit was not always enough;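 note: antagonist mode with CXCL16 agonist at 10 nM final; 0% = 10 nM CXCL16 with DMSO and 100% = unstimulated wells without agonist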
# Active calls of the source: *; ? = inconclusive; nt = no result given. No enrichment for hits (roughly 3% active in at least one column).
SMILES,ATG4B inhibitor,EBI2 block,Gli-Sufu block,APJ ag,CCR6 antagonist,UBC13 inh,APJ antag,CXCR6 block
COc1ccc(-c2noc(N3CCCC(C(=O)Nc4cc(F)ccc4F)C3)n2)cc1 (configuration not stated),-15,7,-68,-1,7,8,-8,-6
CCC(Sc1nc(-c2ccccc2)c(-c2ccccc2)[nH]1)C(=O)O (configuration not stated),13,-7,4,-2,9,8,2,-1
CC1=NOC(=O)/C1=C/c1ccc(O)cc1,6,-13,-1,nt,22,nt,nt,8
COC(=O)c1cccc(NS(=O)(=O)c2ccc(OC)c(C(=O)N3CCOCC3)c2)c1C,-5,1,3,-5,8,-1,-13,-13
CCOc1ccccc1NS(=O)(=O)c1ccc(-c2cnc(C3CC3)o2)cc1,-6,-10,55*,-3,9,-2,20,-2
O=C(N/N=C/c1ccccc1OC(F)F)NC1CCCCC1,-4,-9,3,-3,13,10,11,-4
CCOc1c(Br)cc(CNCc2cccs2)cc1OC,3,-7,-13,-1,-1,7,2,3
COc1cc2c(cc1OC)CN(c1ccc(-c3ccccc3OC)nn1)CC2,-2,2,28,3,16,0,-20,6
Cc1cc([N+](=O)[O-])ccc1N(C)C,-2,-13,4,-4,14,-6,-4,-3
CCc1cc2c(=O)c(-c3nc4ccccc4n3C)c(C)oc2c(CN2CCCCC2)c1O,-5,-4,-1,-2,1,4,-4,6
O=S(=O)(NCCCN1CCN(c2ccccc2F)CC1)c1cccc2cccnc12,-2,-5,3,3,9,4,-6,-2
Cc1nc2ccc(NC(=S)N3CCC(C)CC3)cc2nc1C,-1,0,11,-1,15,-1,-25,-10
O=C(Nc1ncccc1Cl)c1cc2ccccc2o1,7,-4,-13,-2,-4,0,0,-6
OC(c1ccccc1)(c1ccccc1)C1CCN(C(=S)NCCc2ccccc2)CC1,35,40,28,-2,22,4,5,12
Cn1c2c(c(=O)n3ncnc13)CCCC2,2,5,4,3,2,2,-4,3
COc1ccccc1CNC(=O)C(=O)NCC1OCCN1S(=O)(=O)c1ccc(Br)cc1 (configuration not stated),1,5,7,3,9,-3,-47,2
COc1ccc(C(=O)N(Cc2ccco2)Cc2cc3cc(C)ccc3[nH]c2=O)cc1OC,-1,1,1,-1,2,0,-33,7
CCC(c1nnnn1CCOC)N(Cc1cc2c(C)cc(C)cc2[nH]c1=O)CC1CCCO1 (configuration not stated),-10,-11,1,-2,7,4,-5,-5
COc1ccccc1C(=O)N/C(=C/c1ccccc1)C(=O)NC(CCSC)C(=O)O (configuration not stated),-1,-2,-3,-3,3,-1,-20,5
CCN(CC)CCNC(=O)C(=O)Nc1cc2c3c(c1)CCC(=O)N3CCC2,5,-21,48,-1,20,0,12,7
COC(=O)c1cc(NS(=O)(=O)c2ccc(NC(C)=O)cc2)ccc1Cl,2,-4,1,0,-1,2,0,-13
COc1ccc(CCNC(=S)N2CCN(S(=O)(=O)c3ccc(F)cc3)CC2)cc1,4,18,2,9,-7,-11,2,-5
COc1ccc(-c2cc(C(=O)NN)[nH]n2)cc1,4,-16,-5,0,-2,3,-38,-4
COc1ccc(CN2C(=O)[C@@H]3C(c4ccc(F)cc4)=NO[C@@H]3C2=O)cc1,-10,2,-5,-1,-2,-1,-9,-6
CCN1C(=NCCOC)N[C@@H](CCc2ccccc2)[C@H](C(=O)OC)[C@H]1C,-2,-9,10,6,2,4,-61,7
Cn1c(Cl)c(/C=N/OC(=O)C(C)(C)C)c2ccccc21,-5,8,-26,0,0,1,-2,-24
Cc1c(C(=O)N(CCc2ccccc2)Cc2ccccc2)cccc1[N+](=O)[O-],6,17,-4,-10,17,12,12,2
CC1Oc2ccccc2N(CC(=O)c2cccc(Cl)c2)C1=O (configuration not stated),-4,12,12,-6,20,16,10,12
O=C(NNC(=S)NC(=O)c1cccs1)c1ccc(O)cc1,4,3,-2,-10,26,-14,16,14
CC(C)c1ccc(CN2CCC(Oc3ccc(C(=O)N4CCCC4)cc3)CC2)cc1,11,-10,33,-7,11,0,-1,10
COc1ccc(CCN2C(=O)N(c3ccc(OC)cc3)C(=O)C2CC(=O)Nc2ccccc2)cc1 (configuration not stated),-16,13,9,-2,11,2,17,5
Cc1ccc(NC(=O)COC(=O)Cc2c[nH]c3ccccc23)cc1C,1,-13,-5,-4,-12,10,8,5
CC(C)NC(=O)C1CCCN(c2nnc(-n3cccc3)s2)C1 (configuration not stated),2,-2,-3,-3,10,-2,0,2
CCN(CC)c1ccc(C(=O)c2ccccc2C(=O)O)c(O)c1,-4,-11,-10,-2,11,-17,-6,9
O=C(NCc1ccco1)c1ccc(Cn2cc([N+](=O)[O-])cn2)o1,7,-7,6,-3,-6,-2,3,2
CC1(C)Oc2ccc3ccc(=O)oc3c2C[C@H]1O,-9,8,-2,3,-12,1,-37,-4
Clc1ccc(CSc2nnc3c(n2)[nH]c2ccccc23)cc1,2,12,-4,-2,5,-10,9,9
O=C(NCc1ccco1)c1cccc(NC(=O)c2ccccc2)c1,-6,6,-1,-2,-10,-7,-1,-10
CC(C)(C)c1ccc(S(=O)(=O)N2CCN(CC(O)COCC3CCCO3)CC2)cc1 (configuration not stated),0,-6,2,-2,0,4,20,2
CC(C)n1c(-c2ccccc2F)n[nH]c1=S,4,-4,5,-4,15,-3,-4,0

# Another view of some results above.
SMILES | ATG4B inhibitor | EBI2 block | Gli-Sufu block | APJ ag | CCR6 antagonist | UBC13 inh | APJ antag | CXCR6 block
Cc1cc([N+](=O)[O-])ccc1N(C)C | -2 | -13 | 4 | -4 | 14 | -6 | -4 | -3
CCc1cc2c(=O)c(-c3nc4ccccc4n3C)c(C)oc2c(CN2CCCCC2)c1O | -5 | -4 | -1 | -2 | 1 | 4 | -4 | 6
O=S(=O)(NCCCN1CCN(c2ccccc2F)CC1)c1cccc2cccnc12 | -2 | -5 | 3 | 3 | 9 | 4 | -6 | -2
Cc1nc2ccc(NC(=S)N3CCC(C)CC3)cc2nc1C | -1 | 0 | 11 | -1 | 15 | -1 | -25 | -10
O=C(Nc1ncccc1Cl)c1cc2ccccc2o1 | 7 | -4 | -13 | -2 | -4 | 0 | 0 | -6
OC(c1ccccc1)(c1ccccc1)C1CCN(C(=S)NCCc2ccccc2)CC1 | 35 | 40 | 28 | -2 | 22 | 4 | 5 | 12
Cn1c2c(c(=O)n3ncnc13)CCCC2 | 2 | 5 | 4 | 3 | 2 | 2 | -4 | 3

# Other results follow.
SMILES,ATG4B inhibitor,EBI2 block,Gli-Sufu block,APJ ag,CCR6 antagonist,UBC13 inh,APJ antag,CXCR6 block
c1ccc2c(CCNc3ncnc4nc[nH]c34)c[nH]c2c1,-12,2,-8,-4,-2,15,-20,-10
CCOc1ccc(N=Nc2ccc(O)c3ncccc23)cc1,6,28,-14,-9,28,-161,25,-2
CCN(C(=O)COC(=O)c1ccccc1O)c1cccc2ccccc12,4,5,10,-2,21,13,8,0
O=C(CN1CCN(Cc2ccccc2Cl)C1=O)N1CCCCCC1,-3,0,-4,0,16,-1,18,-4
Cc1cccc(Oc2ncnc3onc(C)c23)c1C,4,-3,-4,-1,-5,0,-3,-1
CCNC(=S)Nc1ccc(Cl)c([N+](=O)[O-])c1,-3,3,-6,-3,8,-9,25,9
Cc1nc2ccc(S(=O)(=O)NCC(=O)Nc3ccc(F)cc3)cc2s1,-9,-14,-15,-6,9,-1,22,2
CCN1CCN(c2nc3ccccc3nc2C(C#N)C(=O)OC2CCCCC2)CC1 (configuration not stated),10,5,-23,nt,13,nt,nt,9
NC(=O)CN1C(=O)C(=O)N(Cc2ccccc2)C1=O,11,-13,-10,-5,-16,1,7,2
NC(=O)c1ccc(/C(N)=N/S(=O)(=O)c2cc(C(F)(F)F)cc(C(F)(F)F)c2)cc1,-1,4,-1,-6,1,9,6,-17
O=C(NCC(=O)N(c1cccnc1)C(C(=O)NCc1ccco1)c1ccccc1)c1ccco1 (configuration not stated),-4,-7,8,-1,10,4,11,1
CCOC(=O)/C=C1\SC(C)C(=O)N1CC(=O)N(CCC#N)c1ccccc1 (configuration not stated),-2,-3,-9,0,15,-12,14,5
Cc1cc(C)cc(N(C(=O)c2csnn2)C(C(=O)NC2CCCCC2)c2ccccn2)c1 (configuration not stated),5,7,-9,-4,17,3,5,4
Nc1nc(SCc2ccccc2Cl)c2ncn(C3OC(CO)C(O)C3O)c2n1 (configuration not stated),-3,-2,7,nt,4,nt,nt,-3
O=C(CSc1nnc(COc2ccccc2Cl)o1)NC(=O)NC1CCCC1,-8,-3,0,-5,-1,-2,9,-1
NNC(=O)c1ccc(COCC(F)(F)F)cc1,3,-3,-8,7,-10,-2,-13,-10
Cc1ccc(NCN2C(=O)C(=O)c3ccccc32)nc1,0,7,47,-8,30,-13,30,15
c1ccc(-c2nc(NCCCN3CCOCC3)c3ccccc3n2)cc1,-24,9,0,1,-9,?,3,3
O=C(C1CCC(CNc2c(N3CCCCC3)c(=O)c2=O)CC1)N1CCCC1 (configuration not stated),-8,-8,9,-2,-7,-2,9,-3
Cc1ccc(S(=O)(=O)N2CCN(c3ccnc4cc(Cl)ccc34)CC2)cc1C,-12,7,15,-5,9,5,-20,-9
O=C(Oc1ccccc1)c1c(Cl)cccc1P(=O)(O)O,-1,5,12,0,-12,-1,-1,-1
O=C(COC(=O)/C=C/c1ccc(OC(F)F)cc1)Nc1ccc(N2CCOCC2)cc1,-2,8,-4,-2,0,4,-44,2
COc1ccc(-c2nnn(CC(=O)N(CCCO)C(C(=O)NC3CCCC3)c3ccc(F)cc3)n2)cc1 (configuration not stated),-9,35,5,-3,0,7,-1,-2
O=C(O)CCC(=O)c1cccc2ccccc12,-10,7,-2,1,-6,-2,11,-3
CCOC(=O)/C=C/C(=O)Nc1ccc(S(=O)(=O)N2CCc3ccccc32)cc1,-8,-5,5,-2,11,-2,12,3
N#Cc1cccc(NC(=O)CNC(=O)Cc2ccccc2)c1,0,-12,-9,1,11,-2,10,5
COc1ccc(C2c3c(oc4ccccc4c3=O)C(=O)N2CCN2CCOCC2)cc1OC (configuration not stated),-3,-4,-11,-6,7,1,-16,-3
CNC(=O)c1ccc(Nc2nnc(C)c3ccccc23)cc1,2,4,0,-2,-5,1,3,8
CCc1c(O)nc(SCC(=O)Nc2nc3ccccc3s2)n(C2CCCCC2)c1=O,-4,-12,0,0,10,-3,-14,1
O=C(NCCn1cccn1)C1CCC(=O)N(CCc2cccc(F)c2)C1 (configuration not stated),-2,-5,0,-2,4,-4,3,-8
C=CCOn1c(=O)c(-c2ccc(Br)cc2)[n+]([O-])c2ccccc21,3,12,3,-3,7,14,20,2
Cc1c(C(=O)N/N=C/c2c(O)ccc3ccccc23)nnn1-c1nonc1N,-5,-10,47,1,17,-4,10,1
CCOc1ccccc1OCCOCCN1CC(C)OC(C)C1 (configuration not stated),8,-1,-8,-3,-10,-1,-4,-1
Cc1ccc(N(Cc2ccc(C(=O)Nc3c(C)n(C)n(-c4ccccc4)c3=O)cc2)S(C)(=O)=O)cc1C,-10,-7,5,-2,17,1,-1,-8
Cc1[nH]n(-c2ccc([N+](=O)[O-])cc2)c(=O)c1C=NCCc1ccc(S(N)(=O)=O)cc1,11,0,10,0,17,-11,5,6
COC(=O)c1cnc(NNC(=O)c2ccc([N+](=O)[O-])cc2)nc1C(F)(F)F,-8,1,-2,-2,39,-11,8,11
Cc1ccc(S(=O)(=O)Nc2cc(-c3ccccc3)nn2C)cc1Cl,8,-3,3,-5,-4,1,18,-8
